Diaphorase act: diaphorase activation or chemical reduction counter-screen. Diaphorase/resazurin coupled assay, resorufin fluorescence, 16 min; stronger effect = higher value; 1 = vehicle wells, 0 = NADH-free wells. activation factor at 20 µM. 0.005% of 190,000 active;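 active means diaphorase activity raised at least twofold by the compound at 20 µM; inactive means activation factor below 2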
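Assay system: bacterial diaphorase enzyme (C. kluyveri) / Input: enzyme 0.07 U/mL final / Medium: 50 mM HEPES pH 7.4 with 4.542 mM MgCl2, 0.005% Tween 20 / Doses: single compound dose of 20 µM, 1% DMSO final / Incubation: 16 min enzyme reaction, ambient temperature / Signal: fluorescence, excitation 544 nm and emission 590 nm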
STAT3 inh: reduces IL-6 driven STAT3 reporter signal. 0.89% of 190,000 active. U3A cells, IL-6 STAT3-luciferase reporter, luminescence; host cell line lacks STAT1. inhibition, % at 5.5 µM. AID 862;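 active means inhibition above the mean inhibition across all screened compounds plus 3 SD, cut at about 44% in these data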;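 further: 0% = DMSO only wells and 100% = 100 µM nifuroxazide control wells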
G6PDH counter: inhibits Leuconostoc G6PDH, flagging false hits in G6PDH-based assays. inhibition, % at 5 µM. Purified L. mesenteroides G6PDH, diaphorase/resazurin coupled fluorescence, 45 min. 0.12% of 200,000 active; in the data active means inhibition above about 50%
Diaph inh CS: inhibits diaphorase or chemically oxidizes, flagging diaphorase assay artifacts; diaphorase resazurin-to-resorufin fluorescence, NADH, 16 min; bacterial (C. kluyveri) enzyme, not human; inhibition, % at 20 µM; 0.69% of 190,000 active; AID 1217;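 active means primary screen inhibition at 20 µM above a set limit, cut at about 50% in these data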;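 further: plate controls were DMSO with full reaction for no effect and wells lacking NADH for full effect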
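material = Clostridium kluyveri diaphorase enzyme | amount = 0.14 U/mL diaphorase, enzyme working solution | schedule = incubation 16 min, room temperature | detection = fluorescence of resorufin formed from resazurin, Ex 544/Em 590 nm | benchmarks = positive control minus NADH, DMSO neutral control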
STAT3 act: STAT3 signaling activation; U3A cells, IL-6 STAT3-luciferase reporter, luminescence; 100% = signal with IL-6 EC80 alone; 0.91% of 190,000 active; activation (% of control), % at 5.6 µM; AID 871;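 active means activation above the screen-wide mean of compound activation plus 3 SD, cut at about 130% in these data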;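 further: 0% = background luminescence of wells with medium and substrate only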
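Material: human STAT1-deficient U3A cells with stable STAT3-luciferase reporter / Probe or stimulus: IL-6 stimulus at 33 ng/mL final / Schedule: 1 h compound pre-exposure, 6 h IL-6 stimulation, 37 °C / Technique: luminescence / Read-out basis: percent of IL-6-only median luminescence / Control set: IL-6-only high control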
APP transl inh: APP translation inhibition | inhibition, % at 2 µM | AID 1285 | 0.82% of 190,000 active | SH-SY5Y APP 5'UTR-luciferase reporter, luminescence;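 active means inhibition above a set limit, derived from the sample mean plus 3 SD, cut at about 45% in these data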; further: values of inactives mirror those of a sister screen read the other way
STAT1 activator: increases IFN-gamma driven STAT1 reporter signal; activation (% of control), % at 5.5 µM; AID 932; NIH 3T3 STAT1-luciferase reporter, luminescence; 100% = IFN-gamma alone, no compound; 2.6% of 200,000 active;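 active means activation above the screen-wide mean activation plus 3 SD, cut at about 130% in these data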;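 further: raw ratio to IFN-gamma control signal so 100% means no change and 0% no light; values of inactives mirror those of a sister screen read the other way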
TLR4 MyD88 comp: blocks binding of human TLR4 to MyD88; HeLa CL3-4 TLR4/MyD88 BLA complementation, FRET ratio; 0.18% of 200,000 active; O00206+Q99836; inhibition, % at 8.4 µM; in the data active means inhibition above about 25%;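 further: 0% = vehicle and 100% = reference inhibitor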
STAT1 inh: reduces IFN-gamma driven STAT1 reporter signal; 0.35% of 200,000 active; AID 920; inhibition, % at 5.5 µM; NIH 3T3 STAT1-luciferase reporter, luminescence;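 active means inhibition above a set limit, the mean inhibition across all tested compounds plus 3 SD, cut at about 34% in these data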;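 further: 0% = IFN-gamma with DMSO and 100% = IFN-gamma with 300 µM nifuroxazide; values of inactives mirror those of a sister screen read the other way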
Hsp70 act: switches on Hsp70 transcription | HeLa Hsp70 promoter luciferase reporter, luminescence; scaled: vehicle 0, proteasome-inhibitor control 100% | activation, % at 10 µM | 0.04% of 200,000 active;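 active means activation above the mean across all tested compounds plus 3 SD, cutoff set per campaign, cut at about 5.5% in these data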;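 further: 100% = MG132 at 30 µM as the positive control and 0% = DMSO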
Starred values were filed as active, the others as inactive; x = no result given.

structure	Diaphorase act	STAT3 inh	G6PDH counter	Diaph inh CS	STAT3 act	APP transl inh	STAT1 activator	TLR4 MyD88 comp	STAT1 inh	Hsp70 act
O=C(CSc1nnc(-c2ccco2)n1Cc1ccccc1)OC1CCCCC1	0.8	-17	-3	17	120	-17	127	-17	-30	0.1
COc1ccc(CC(=O)Nc2ccc(-c3cn4cccc(C)c4n3)cc2)cc1OC	0.9	38	-2	7	71	-5	96	19	5	0.0
O=c1cc(-c2cccc(Br)c2)nc(-c2ccccc2F)o1	0.9	-8	5	7	111	-12	105	-8	-6	-0.3
CNC(=O)CO/N=C/c1ccc(N(C)C)cc1	0.9	4	8	10	97	-10	106	-16	-8	-0.3
COC(=O)c1ccc(OC(=O)c2ccco2)cc1	1	12	2	1	94	-14	96	-18	4	-0.3
CCCNC(=O)c1noc2c1CCc1cc(OC)ccc1-2	0.8	40	3	18	69	-160	110	-7	-14	0.2
COC(=O)c1ccc(C2CC(=O)Nc3cc(OC)c(OC)c(OC)c32)cc1 (configuration not stated)	0.8	8	2	21	96	-22	90	-13	11	-0.1
CCCc1c(O)c2ccccc2n(-c2ccccc2)c1=O	1	12	-6	3	97	-10	108	8	-5	-0.1
CCCn1c(SCC(=O)Nc2nnc(CC)s2)nnc1-c1ccco1	0.9	-3	2	8	107	10	101	8	-1	-0.1
O=C(/C=C/c1cccs1)c1ccc(NC(=O)c2cccc(Br)c2)cc1	0.8	14	-32	19	94	-18	100	14	-1	-0.1
O=C(CSc1nnc2ccccn12)NC(=O)Cc1ccccc1	0.9	11	2	10	92	-18	94	-5	5	-0.1
CCCc1ccc(-c2cc(C(=O)NC3=NCCS3)c3ccccc3n2)cc1	1	-7	-24	2	102	-104	114	-7	-15	-0.3
CCOC(=O)c1[nH]c2ccccc2c1NC(=S)Nc1cc(C)ccc1C	1.1	-64	10	-5	155*	14	94	6	7	0.2
O=C(O)C1CCCN1c1ncnc2c1oc1ccccc12 (configuration not stated)	0.9	-9	10	12	112	10	108	11	-9	-0.2
COc1cccc2c(=O)n(CC(=O)Nc3cccc(F)c3)ccc12	1	14	16	2	95	-3	106	13	-7	0.0
Cc1csc(NC(=O)COc2ccc3c(C)cc(=O)oc3c2)n1	1	7	10	0	99	-8	103	-5	-3	0.0
Cc1cccc(NC(=O)NNC(=O)c2cc(-c3ccccc3Cl)nc3ccccc23)c1	0.9	4	5	6	98	-12	94	-3	6	-0.2
Cc1cc(NC(=O)CCCN2C(=O)/C(=C/c3cccs3)SC2=S)no1	1	-1	-2	2	100	9	90	-15	10	-0.4
O=C(NC1CCCCC1)N1CCN(S(=O)(=O)c2ccc(F)cc2)CC1	0.9	4	8	7	100	2	100	-6	-1	-0.2
COc1ccc(NC(=O)CN2C(=O)N(C)Cc3ccccc32)c(C)c1	1	12	2	-2	99	-11	105	-14	-7	-0.1
CN1CCN(C(=S)c2cn(CCOc3ccccc3F)c3ccccc23)CC1	0.9	-5	4	6	107	18	99	1	-1	-0.5
COc1cc2c(cc1OC)C(c1cc3cc4c(cc3[nH]c1=O)OCO4)N(C(=O)C(C)C)CC2 (configuration not stated)	1	-5	14	4	107	20	102	-4	2	0.2
CCCCCCN1C=CC=C/C1=C/C=C(C#N)C#N	0.9	1	16	9	100	2	91	-1	9	0.5
COc1ccc(C(=O)Nc2ccc(NC(=O)c3cnccn3)cn2)cc1	1	4	3	4	98	11	102	13	-2	-0.3

Three compounds from above, ordered by the number in STAT1 activator, high to low.
| SMILES | Diaph inh CS | STAT3 act | APP transl inh | STAT1 activator | TLR4 MyD88 comp | STAT1 inh | Hsp70 act |
| --- | --- | --- | --- | --- | --- | --- | --- |
| O=C(/C=C/c1cccs1)c1ccc(NC(=O)c2cccc(Br)c2)cc1 | 19 | 94 | -18 | 100 | 14 | -1 | -0.1 |
| CN1CCN(C(=S)c2cn(CCOc3ccccc3F)c3ccccc23)CC1 | 6 | 107 | 18 | 99 | 1 | -1 | -0.5 |
| Cc1cc(NC(=O)CCCN2C(=O)/C(=C/c3cccs3)SC2=S)no1 | 2 | 100 | 9 | 90 | -15 | 10 | -0.4 |

Continuation:
structure	Diaphorase act	STAT3 inh	G6PDH counter	Diaph inh CS	STAT3 act	APP transl inh	STAT1 activator	TLR4 MyD88 comp	STAT1 inh	Hsp70 act
COC(=O)c1[nH]c2ccc(F)cc2c1NS(=O)(=O)c1ccc(OC)cc1OC	0.8	-45	-1	17	143*	0	90	0	11	-0.2
O=S(=O)(Cc1ccccc1Cl)Nc1ccccn1	1	6	2	3	98	-2	106	-1	-7	-0.3
O=C(NC(=S)Nc1ccc2c(c1)OCCO2)c1ccccc1F	0.9	8	12	10	98	-159	149*	-1	-58	-0.2
CC(C)(C)c1ccc(-c2nnc(SCC(=O)Nc3sc4c(c3C#N)CCCC4)o2)cc1	0.9	-4	7	12	101	-14	96	-5	4	-0.1
CN1CCc2c(sc3c2C(=O)NC(c2ccc(-c4cccc(Cl)c4)o2)N3)C1 (configuration not stated)	1.3	x	6	-33	x	-4	104	-13	-5	-0.2
COc1ccc(N2C(=S)NC3c4cc(Cl)ccc4OC2(C)C3C(=O)N(C)C)cc1 (configuration not stated)	1	6	5	4	105	-1	96	-8	4	0.2
COc1ccccc1N1CCN(C(=O)/C=C/c2ccc(C)cc2)CC1	1	0	-5	2	98	-5	104	0	-4	0.1
Cc1ccc(C)c(S(=O)(=O)Nc2ccccc2C(=O)Nc2ccccc2N2CCOCC2)c1	0.7	-8	8	26	107	-2	104	-2	-4	-0.1
Cc1ccc(C(=O)O/N=C2\CCCc3ccccc32)cc1	0.9	2	-2	8	104	4	135*	3	-39	0.3
O=C(CCN1C(=O)c2ccc([N+](=O)[O-])cc2C1=O)Nc1ccc(O)cc1C(=O)O	1	3	6	-1	101	1	101	-2	-3	-0.3
O=C(CSc1nnc2scc(-c3ccc(F)cc3)n12)NCc1ccco1	0.9	-5	-1	12	107	-1	98	9	2	0.4
CC(C)(C)NC(=O)NC(=O)CN1CCN(C(c2ccccc2)c2ccccc2)CC1	0.8	-6	14	17	108	-24	105	10	-6	-0.4
O=C(/C=C/c1ccccc1)N/C(=C/c1ccccc1)C(=O)NCCCO	0.8	2	1	18	100	-7	105	-13	-5	-0.5
CC(C)CC(=O)NCCc1ccncc1	0.9	-3	6	9	102	17	100	6	0	-0.6
COC(=O)CCc1c(C)[nH]c(C(=O)OCc2ccccc2)c1C	0.9	17	2	12	88	-20	103	5	-3	-0.3
CCN(CC)C(=O)c1[nH]cnc1C(=O)N[C@@H](CCCCNC(=O)OC(C)(C)C)C(=O)OC(C)(C)C	1	x	7	0	x	5	102	-12	0	-0.2
CCOC(=O)C1(C)NC(c2cc(OC)c(OC)c(OC)c2)C2C(=O)N(CC)C(=O)C21 (configuration not stated)	1	1	3	5	101	-6	90	9	11	-0.3
CC(C)=CCC/C(C)=C/COc1ccc2ccc(=O)oc2c1	0.8	x	14	22	x	19	99	-3	0	-0.4
O=C(CN1C(=O)c2ccccc2S1(=O)=O)NCCSc1ccccc1	0.9	16	12	14	88	12	88	-6	13	-0.2
CCc1ccc(-c2cc(C(=O)Nc3ccc(S(=O)(=O)NC(C)=O)cc3)c3ccccc3n2)cc1	0.9	-7	5	11	110	-3	110	-3	-11	0.1
COCCCNCCCCOc1ccc(Br)cc1C	0.8	-5	4	15	102	-8	105	-19	-6	0.1
Cc1ccc(Cn2nnc3c(=O)n(CC(=O)N4CCN(c5ccccc5)CC4)cnc32)cc1	0.9	11	-23	10	93	-8	94	7	6	-0.2
O=S(Cc1ccc(Br)cc1)Cc1nnc(SCc2ccc(Br)cc2)n1-c1ccccc1 (configuration not stated)	0.7	10	6	30	99	15	104	-4	-4	-0.3
CCOC(=O)c1ccc(-c2ccc(/C=C(\C#N)C(=O)NCc3cccs3)o2)cc1	1	-17	-16	0	114	x	110	1	-11	-0.2
Cc1cc([N+](=O)[O-])ccc1NCc1ccccc1	0.8	13	2	25	95	-6	108	-8	-9	-0.3
CC(/C=C/c1ccco1)=N\NC(=O)C(O)c1ccccc1 (configuration not stated)	0.7	12	1	26	92	5	96	3	4	-0.3
Cc1ccc(C(=O)/C=C/Nc2ccc([N+](=O)[O-])cc2Br)cc1	1.1	29	8	-12	81	-83	125	0	-30	0.1
CC(=O)NC(N1CCCCC1)C(F)(F)C(F)(F)C(F)(F)C(F)F (configuration not stated)	0.9	9	5	13	98	-3	103	8	-2	-0.4
O=c1[nH]c2ccc(NS(=O)(=O)c3ccc4ccccc4c3)cc2[nH]1	0.9	10	4	11	95	26	91	-8	9	-0.4
CCc1cc2c(SCC(=O)c3ccccc3)ncnc2s1	1	4	6	4	98	-21	110	7	-10	-0.2
COc1ccccc1N1CCN(C2CCN(C(=O)c3cccc(F)c3)CC2)CC1	0.8	2	12	23	100	6	101	-14	-1	-0.1

Source: PubChem (several laboratories)

No enrichment for hits. About 6.1% of those tested had a hit in this group.
